Compound activity deposited in PubChem by several laboratories.
PHOSPHO1 inh = blocks human PHOSPHO1 phosphatase activity; recombinant PHOSPHO1, absorbance phosphatase assay; 1.1% of 290,000 active; inhibition, % at 13.3 µM; in the data active = inhibition above about 60%
MEKK3 PB1 HTS = modulators (inhibitors or enhancers) of MEK5 binding to human MEKK3 PB1 domain; bead-based flow cytometry, Alexa488-MEK5 binding to MEKK3; actives lie on both sides; 0 = blocked by unlabeled MEK5, 100 = vehicle; Q99759; binding response (% of control), % at 10 µM; 1.4% of 290,000 active;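 active = binding response more than 3 SD above or below the average of its plate-row segment, actives on both sides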;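 note: Alexa488 bead fluorescence after subtracting the streptavidin-only scavenger bead signal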
p-CIP stab down = p/CIP protein destabilization; Q05BA5; F442A p/CIP-EGFP cells, EGFP fluorescence, 16 h; decrease of EGFP signal, % at 10 µM; 0.01% of 290,000 active; AID 1984;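 active = EGFP signal decrease of at least 30% at 10 µM or well 3 SD below plate mean, unless failing retest; inactive = the rest, including hits failing retest or dose response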; note: some compounds called inactive have numbers as strong as hits; many of its hits are not listed in these tables
IDE act = boosts human insulin-degrading enzyme activity in HEK cells | P14735 | FAbeta-B cleavage, fluorescence polarization; 0% vehicle, 100% cell-free pure enzyme wells | activation, % at 5.96 µM | 0.073% of 340,000 active;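 active = activation above the mean of all tested compounds plus 3 SD, set per screening campaign, cut at about 17% in these data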
Target sequence (P14735 whole entry, looked up): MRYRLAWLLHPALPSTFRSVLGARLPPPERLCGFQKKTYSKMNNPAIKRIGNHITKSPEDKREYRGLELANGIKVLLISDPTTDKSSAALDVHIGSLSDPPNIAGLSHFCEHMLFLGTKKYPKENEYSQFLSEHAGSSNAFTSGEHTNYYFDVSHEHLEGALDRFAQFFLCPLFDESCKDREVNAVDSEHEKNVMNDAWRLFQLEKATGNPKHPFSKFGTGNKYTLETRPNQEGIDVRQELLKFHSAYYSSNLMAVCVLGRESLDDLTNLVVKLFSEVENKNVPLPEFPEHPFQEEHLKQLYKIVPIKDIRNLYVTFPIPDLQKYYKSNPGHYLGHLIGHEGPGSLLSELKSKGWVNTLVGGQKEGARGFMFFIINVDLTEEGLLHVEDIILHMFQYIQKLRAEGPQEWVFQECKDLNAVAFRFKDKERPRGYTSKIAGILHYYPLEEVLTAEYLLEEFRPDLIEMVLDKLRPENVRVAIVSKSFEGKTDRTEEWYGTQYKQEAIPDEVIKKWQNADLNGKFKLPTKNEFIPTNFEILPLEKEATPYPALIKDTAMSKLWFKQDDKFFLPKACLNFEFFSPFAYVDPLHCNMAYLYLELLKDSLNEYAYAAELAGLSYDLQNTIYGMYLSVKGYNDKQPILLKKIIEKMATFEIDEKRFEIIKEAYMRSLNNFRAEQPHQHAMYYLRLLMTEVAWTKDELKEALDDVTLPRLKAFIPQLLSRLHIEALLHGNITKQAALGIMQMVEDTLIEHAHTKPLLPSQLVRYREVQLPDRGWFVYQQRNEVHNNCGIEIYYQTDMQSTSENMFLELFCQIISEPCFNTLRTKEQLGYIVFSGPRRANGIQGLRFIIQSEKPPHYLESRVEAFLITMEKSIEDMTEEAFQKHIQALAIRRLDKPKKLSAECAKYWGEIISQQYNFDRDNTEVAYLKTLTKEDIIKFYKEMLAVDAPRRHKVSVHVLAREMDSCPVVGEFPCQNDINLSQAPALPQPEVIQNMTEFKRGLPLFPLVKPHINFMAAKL
VIM-2 inhibitor = inhibitors of Pseudomonas aeruginosa VIM-2 metallo-beta-lactamase; purified VIM-2, nitrocefin hydrolysis, epi-absorbance fluorescence; inhibition, % at 5.6 µM; 0.89% of 290,000 active;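 active = inhibition above the mean of all tested compounds plus 3 SD, cutoff set per screening run, cut at about 7.5% in these data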;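 note: red hydrolysis product quenches plate fluorescence so inhibitors raise well fluorescence; 0% = enzyme with DMSO and 100% = DMSO without enzyme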
HCV NS3 hel inh = HCV NS3 helicase inhibition; NS3 helicase DNA unwinding, Cy5 molecular beacon fluorescence; inhibition, % at 10.9 µM; 0.56% of 290,000 active; AID 1800;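 active = inhibition above the mean of all tested compounds plus 3 SD, set per campaign, cut at about 35% in these data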;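 note: 0% = DMSO wells and 100% = thioflavine S control wells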
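Control set: DMSO versus 110 µM thioflavine S; Material: NS3 helicase fragment of HCV; Measured by: Cy5 fluorescence at 0 and 60 min, beacon hairpin quenching; Read-out basis: percent inhibition from t60/t0 fluorescence ratio; Times: reaction time 60 min, 25 °C; Repeats: single replicate; Compound dosing: single dose, 10.9 µM nominal final, DMSO 0.8% final.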
UBC9 SUMO inh = blocks human SUMOylation mediated by UBC9; inhibition, % at 35 µM; HTRF SUMOylation assay, SAE1/SAE2 + UBC9, in vitro; P63279; 0.36% of 290,000 active; in the data active = inhibition above about 50%, passing the limit was not always enough; note: strong numbers were not always called active
DNA FID counter = displaces DNA intercalator in HCV helicase counter-screen; 0.17% of 290,000 active; inhibition, % at 7.9 µM; DNA fluorescent intercalator displacement, fluorescence; in the data active = inhibition above about 37%;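 note: 0% = vehicle and 100% = reference compound; higher means more ethidium bromide displaced from hairpin DNA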
IMP-1 inhibitor = blocks Pseudomonas aeruginosa IMP-1 metallo-beta-lactamase. purified IMP-1, nitrocefin hydrolysis, epi-absorbance fluorescence. inhibition, % at 5.6 µM. 0.45% of 290,000 active. AID 1556;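 active = inhibition above the mean plus 3 SD of all compounds in the same screening run, cut at about 4.5% in these data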;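 note: 0% = IMP-1 with DMSO and 100% = DMSO wells lacking enzyme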
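System: Purified recombinant IMP-1 metallo-beta-lactamase enzyme | Measured by: Fluorescence quenching readout, ex 480/em 530 nm | Replication: Singlicate | Incubation: 15 min preincubation plus 25 min reaction at 25 °C | Evaluation: Percent inhibition from optical density relative to buffer-blank wells | Benchmarks: DMSO with and without IMP-1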
* marks the source's active call; other numbers are inactive results; . = no result given. Not all compounds are listed; the hit share may differ from the screen's.

Values in the order: PHOSPHO1 inh | MEKK3 PB1 HTS | p-CIP stab down | IDE act | VIM-2 inhibitor | HCV NS3 hel inh | UBC9 SUMO inh | DNA FID counter | IMP-1 inhibitor
> CCOC(=O)COc1nc2ccc(Br)cc2c(-c2ccccc2)c1C(C)=O
  24.8 | 104.0 | -9.4 | 4.0 | -3.7 | -3.9 | 3.8 | -36.2 | -3.0
> O=C(CCN1C(=O)C2CC=CCC2C1=O)NC1CCCCC1 (stereo not given)
  2.9 | 104.0 | -0.9 | 4.7 | -3.9 | 7.9 | 19.4 | -2.0 | -3.3
> COc1cc(NC(=O)CN2C(=O)NC(C)(c3ccccc3)C2=O)c(C)cc1[N+](=O)[O-] (stereo not given)
  -6.0 | 99.0 | 2.2 | 0.8 | 0.1 | -0.9 | 2.1 | 4.5 | -4.7
> COc1ccccc1NS(=O)(=O)c1cc(NC(=O)c2sccc2C)ccc1N1CCCC1
  -82.7 | 92.0 | -13.0 | -0.7 | -0.8 | -20.9 | -13.1 | -10.8 | -0.7
> COc1ccc(CN2CCN(C(=O)c3cccs3)CC2)cc1Br
  23.5 | 102.0 | -11.2 | -7.4 | 0.1 | 0.3 | 24.1 | -10.3 | -0.7
> CCOc1ccc(CCNC(=O)C2(c3ccccc3)CC2)cc1OCC
  25.0 | 98.0 | -21.0 | -1.3 | -1.9 | 9.5 | 3.3 | -45.0 | -1.3
> CC(CN1CCCC(C(N)=O)C1)c1ccccc1 (stereo not given)
  5.4 | 100.0 | -10.4 | 8.3 | -1.3 | -5.4 | 26.4 | -6.1 | -2.4
> CSc1cccc(NC(=O)CN(C)S(=O)(=O)c2ccc(F)cc2)c1
  8.7 | 102.0 | -14.4 | 3.3 | -3.5 | -2.9 | 20.2 | -5.0 | -1.1
> CCSc1nnc(NC(=O)NC(C)(C(F)(F)F)C(F)(F)F)s1
  -10.6 | 97.0 | -8.3 | -2.8 | -2.8 | -4.2 | -5.7 | -13.0 | -2.0
> CC1C/C(=C/c2ccncc2)C(=O)/C(=C/c2ccncc2)C1 (stereo not given)
  -7.5 | 101.0 | -9.5 | -1.2 | 0.1 | -2.3 | 3.6 | -9.6 | -2.2
> Cc1ccnc(SCCn2c(N3CCC(C)CC3)nc3c2c(=O)[nH]c(=O)n3C)n1
  -5.3 | 101.0 | -10.9 | 4.7 | -1.7 | 0.7 | 22.8 | -9.5 | -4.3
> Cc1cc(C)cc(-n2nc(C)cc2N)c1
  -1.2 | 104.0 | -15.0 | 11.2 | -3.7 | -8.1 | 4.7 | -10.2 | -1.7
> CCn1c(C(=O)O)c(CC(=O)Nc2ccc(Br)cc2C)c2ccccc21
  39.4 | 97.0 | -3.5 | -3.1 | -5.1 | -10.7 | -6.7 | -13.1 | -3.5
> COC(=O)c1cc(-c2c(C)oc3cc(OC)ccc3c2=O)c(C)o1
  6.0 | 91.0 | -11.3 | -4.5 | -0.9 | -0.9 | 3.9 | -22.4 | -1.9
> CC1=CC(C)(C)Nc2ccc(OC(=O)CCN3C(=O)c4ccccc4C3=O)cc21
  -3.4 | 94.0 | -31.4 | -2.9 | -1.4 | -8.5 | -17.0 | 4.6 | -1.1
> O=C(O)C1C2C=CC(C2)C1C(=O)NC1CCN(Cc2ccccc2)CC1 (stereo not given)
  -11.8 | 94.0 | -11.2 | 2.5 | 0.1 | -7.3 | 5.6 | 5.1 | -1.0
> Cc1c(Br)c(C(F)(F)F)nn1CC(=O)N1CCCC1
  -40.9 | 99.0 | -3.8 | 3.6 | -2.2 | -4.3 | 17.9 | -1.7 | -1.1
> O=C(Cn1cc2c(n1)CCCC2)NCCCN1CCCC1
  17.3 | 102.0 | -10.9 | 4.1 | -0.6 | 0.7 | 3.9 | 1.0 | -5.3
> OC(COCC1COc2ccccc2O1)CN1CCN(c2ccc(F)cc2)CC1 (stereo not given)
  -11.7 | 105.0 | -2.2 | 6.4 | -2.8 | -25.1 | 13.5 | 7.4 | -3.4
> CCSc1nc2c(cnn2-c2ccc(C)c(C)c2)c(=O)[nH]1
  2.7 | 111.0 | -23.9 | -1.6 | -5.2 | 2.2 | 14.6 | -1.9 | -0.5
> CCOC(=O)c1cn(-c2ccccc2)nc1-c1cccnc1
  -20.8 | 105.0 | -8.9 | -5.7 | 1.0 | 0.9 | -12.3 | -18.6 | -1.7
> CCOc1ccccc1CN1CCNC(=O)C1CC(=O)NCc1nc(C)cs1 (stereo not given)
  36.0 | 106.0 | -1.8 | 3.8 | -5.1 | -1.1 | 8.2 | -16.1 | -3.5
> CCN(CC)c1nc(Oc2ccc(C(=O)NN)cc2)nc(Oc2ccc(C(=O)NN)cc2)n1
  46.3 | 104.0 | -12.8 | 3.4 | 70.5* | -30.9 | 13.4 | -40.5 | -2.5
> CCCc1cc(=O)[nH]c(SCC(=O)OCc2ccccc2)n1
  -6.8 | 104.0 | -7.2 | 12.7 | -1.1 | -3.0 | 5.9 | -9.2 | -2.3
> CCN(CC)S(=O)(=O)c1cccc(C(=O)Nc2cc3oc4ccccc4c3cc2OC)c1
  1.7 | 102.0 | 6.6 | -4.4 | -3.3 | -1.3 | 5.7 | 2.5 | -4.0
> COc1cccc(/C=N/NC(=O)c2ccc(=O)n(C)c2)c1O
  -1.1 | 101.0 | 3.4 | 6.9 | -7.1 | -8.1 | -18.9 | -1.3 | -0.8
> Cc1ccc(NS(=O)(=O)c2cc(C(=O)O)ccc2Cl)cc1
  4.7 | 109.0 | -12.8 | 3.0 | -1.6 | 16.8 | 11.5 | -1.1 | 0.4
> Cc1cccc(N2CCN(c3ccc(NC(=O)/C=C(/C(=O)O)c4ccccc4)cc3)CC2)c1
  26.7 | 111.0 | -8.2 | 8.4 | 0.5 | 7.0 | 17.4 | 2.3 | 0.0
> O=C(/C=C/c1ccccc1[N+](=O)[O-])Oc1ccccc1
  16.1 | 102.0 | -2.9 | . | 1.4 | -8.4 | -8.0 | -1.6 | -1.8
> CC(=O)Nc1ccc(Nc2nnc(-c3ccc(C)c(S(N)(=O)=O)c3)c3ccccc23)cc1
  28.4 | 113.0 | 2.4 | -5.0 | 1.6 | -1.8 | -1.2 | -29.9 | -0.4
> Cc1cc(C(=O)OCC(=O)c2ccc3c(c2)NC(=O)CO3)c2ccccc2n1
  30.1 | 106.0 | -3.2 | -3.1 | 2.8 | -11.5 | 3.8 | -18.7 | -4.3
> CC(OC(=O)c1cccnc1)C(=O)Nc1ccc2c(c1)OCO2 (stereo not given)
  27.5 | 93.0 | 11.7 | 9.7 | -1.4 | -13.3 | 11.3 | -1.7 | -1.8
> Cc1c(C(=O)NC(C)C)sc2ncn(CC(=O)N3CCC(C)CC3)c(=O)c12
  18.6 | 97.0 | 3.9 | 7.6 | -3.0 | -3.1 | 14.7 | -12.2 | -3.2
> O=C(Nc1cccc(F)c1)/C(=C\c1ccco1)NC(=O)c1ccco1
  15.4 | 106.0 | -14.1 | 4.7 | 0.4 | 21.8 | 4.8 | -11.1 | 0.3
> CS(=O)(=O)N(Cc1ccccc1)c1ccc(C(=O)Nc2ccccc2Sc2ccccc2)cc1
  -6.4 | 94.0 | -17.7 | 4.1 | 2.1 | -5.4 | 7.6 | 3.8 | 0.4
> CCCn1ncc(CN2CCN(Cc3ccc(C)o3)C(CCO)C2)c1C (stereo not given)
  26.8 | 101.0 | -9.2 | 7.4 | -2.6 | -4.5 | 1.8 | -4.1 | -3.1
> CC(=O)C1(O)C(C)CC2C3CCC4CC(O)CCC4(C)C3=CCC21C (stereo not given)
  -9.4 | 102.0 | -3.4 | 0.3 | 1.7 | -12.0 | -12.7 | -24.5 | -0.1
> CC(C)CN(CC(C)C)C(=O)C12CCC(C)(C(=O)O1)C2(C)C (stereo not given)
  3.4 | 125.0 | 7.2 | -1.8 | -2.8 | 4.4 | 5.7 | 5.1 | -1.6
> COc1ccc(OCc2cc(C(=O)NC(C)Cc3ccccn3)no2)c(Cl)c1 (stereo not given)
  23.5 | 99.0 | 13.6 | 2.5 | 1.6 | 0.5 | -1.4 | -46.9 | 0.2
> c1cncc(-c2noc(CC3CCCCC3)n2)c1
  7.8 | 101.0 | -3.3 | 4.5 | -4.6 | -5.4 | 12.5 | -2.6 | -2.0
> CS(=O)(=O)c1ccccc1C(=O)N(CCc1ccccc1)Cc1ccccc1
  -0.6 | 103.0 | -8.6 | 4.1 | -3.5 | -1.6 | 9.6 | -47.6 | -1.7
> COc1cccc(N2C(=O)CC(N3CCc4ccccc4C3)C2=O)c1 (stereo not given)
  46.4 | 93.0 | 2.8 | 3.9 | -1.2 | 0.5 | -0.1 | -15.6 | -2.3
> CC(C)NC(=O)Nc1n[nH]c(Nc2ccc(Cl)cc2)n1
  33.4 | 95.0 | 4.7 | 8.3 | -3.4 | -6.6 | -3.5 | 1.3 | -0.9
> Cc1cc(NC(=O)Cc2ccsc2)ccc1Br
  36.0 | 108.0 | 5.4 | 2.4 | -0.8 | -9.5 | 2.9 | -3.6 | -2.2
> Cc1ccc(C)c(OCc2cc(C(=O)NC(c3ccccn3)C(F)(F)F)no2)c1 (stereo not given)
  -10.8 | 105.0 | -14.3 | 3.7 | -1.3 | -8.9 | -12.8 | -31.3 | 0.1
> CCOCC(=O)Nc1cc(S(=O)(=O)N2CCOCC2)ccc1N1CCCCC1
  74.9* | 103.0 | 6.5 | 1.6 | -1.4 | 8.9 | 28.0 | -37.1 | -2.6
> COc1ccc(OS(=O)(=O)c2ccc(N3C(=O)CCC3=O)cc2)cc1
  -2.2 | 103.0 | -5.7 | -1.7 | -1.7 | 1.5 | 13.1 | -7.9 | -2.4
> O=[N+]([O-])c1ccc(N2CCCCC2)cc1NCCOc1ccccc1
  1.7 | 97.0 | 4.1 | -2.9 | -4.1 | 4.9 | -11.1 | -1.1 | -4.8
> CCC(C(=O)NC1CCCCCC1)n1nc(C)c2c(C)n(-c3ccccc3)nc2c1=O (stereo not given)
  64.7* | 96.0 | -10.4 | -7.6 | -2.4 | 9.6 | 11.1 | -53.2 | -4.2
> CCCc1nc2oc3c(NCC(C)O)ncnc3c2c2c1CCCC2 (stereo not given)
  8.3 | 85.0 | -11.9 | . | 3.9 | -4.4 | 4.4 | -23.2 | -1.0
> CC(/C=C1\SC(=S)N(CCC(=O)Nc2ccc(O)cc2)C1=O)=C\c1ccccc1
  32.7 | 94.0 | -2.8 | 2.0 | -0.2 | 1.7 | -3.5 | -9.9 | -0.4
> CCn1c(=O)cc(OCC(=O)NCc2ccc(C)o2)c2ccccc21
  3.6 | 104.0 | -4.7 | 2.9 | -3.6 | 1.2 | -3.4 | -22.5 | -2.4
> O=C(Nc1cccc(-c2cn3ccccc3n2)c1)C1CC1
  3.5 | 97.0 | -8.4 | 3.2 | -7.1 | 1.1 | 6.7 | -3.4 | -1.2
> CCCCCC(=O)N1CC2(CC(c3cccc(NC(=O)[C@@H]4CCC(=O)N4)c3)=NO2)C[C@@H]1C(N)=O (stereo not given in full)
  35.3 | 94.0 | -3.0 | 1.5 | . | . | 2.5 | . | .
